Screening results (PubChem)
KDM5B inh = inhibitors of human KDM5B histone demethylase; Q9UGL1; KDM5B demethylase, FDH-coupled NADH fluorescence (FDH is formaldehyde dehydrogenase); 2.6% of 220,000 active; Potency, µM (highest dose often 57.7 µM), without a hit: at the highest dose activity change, negative = inhibition, hits mostly inhibitors; active means well fitted inhibition curve with a large enough effect; inconclusive means small, poorly fitted or top-dose-only effect; inactive means no such curve, though single readings can be large or run the other way; further: 0% is about no effect; nearly all actives have a fitted effect of over 70% in size
Target sequence (Q9UGL1 whole entry, looked up): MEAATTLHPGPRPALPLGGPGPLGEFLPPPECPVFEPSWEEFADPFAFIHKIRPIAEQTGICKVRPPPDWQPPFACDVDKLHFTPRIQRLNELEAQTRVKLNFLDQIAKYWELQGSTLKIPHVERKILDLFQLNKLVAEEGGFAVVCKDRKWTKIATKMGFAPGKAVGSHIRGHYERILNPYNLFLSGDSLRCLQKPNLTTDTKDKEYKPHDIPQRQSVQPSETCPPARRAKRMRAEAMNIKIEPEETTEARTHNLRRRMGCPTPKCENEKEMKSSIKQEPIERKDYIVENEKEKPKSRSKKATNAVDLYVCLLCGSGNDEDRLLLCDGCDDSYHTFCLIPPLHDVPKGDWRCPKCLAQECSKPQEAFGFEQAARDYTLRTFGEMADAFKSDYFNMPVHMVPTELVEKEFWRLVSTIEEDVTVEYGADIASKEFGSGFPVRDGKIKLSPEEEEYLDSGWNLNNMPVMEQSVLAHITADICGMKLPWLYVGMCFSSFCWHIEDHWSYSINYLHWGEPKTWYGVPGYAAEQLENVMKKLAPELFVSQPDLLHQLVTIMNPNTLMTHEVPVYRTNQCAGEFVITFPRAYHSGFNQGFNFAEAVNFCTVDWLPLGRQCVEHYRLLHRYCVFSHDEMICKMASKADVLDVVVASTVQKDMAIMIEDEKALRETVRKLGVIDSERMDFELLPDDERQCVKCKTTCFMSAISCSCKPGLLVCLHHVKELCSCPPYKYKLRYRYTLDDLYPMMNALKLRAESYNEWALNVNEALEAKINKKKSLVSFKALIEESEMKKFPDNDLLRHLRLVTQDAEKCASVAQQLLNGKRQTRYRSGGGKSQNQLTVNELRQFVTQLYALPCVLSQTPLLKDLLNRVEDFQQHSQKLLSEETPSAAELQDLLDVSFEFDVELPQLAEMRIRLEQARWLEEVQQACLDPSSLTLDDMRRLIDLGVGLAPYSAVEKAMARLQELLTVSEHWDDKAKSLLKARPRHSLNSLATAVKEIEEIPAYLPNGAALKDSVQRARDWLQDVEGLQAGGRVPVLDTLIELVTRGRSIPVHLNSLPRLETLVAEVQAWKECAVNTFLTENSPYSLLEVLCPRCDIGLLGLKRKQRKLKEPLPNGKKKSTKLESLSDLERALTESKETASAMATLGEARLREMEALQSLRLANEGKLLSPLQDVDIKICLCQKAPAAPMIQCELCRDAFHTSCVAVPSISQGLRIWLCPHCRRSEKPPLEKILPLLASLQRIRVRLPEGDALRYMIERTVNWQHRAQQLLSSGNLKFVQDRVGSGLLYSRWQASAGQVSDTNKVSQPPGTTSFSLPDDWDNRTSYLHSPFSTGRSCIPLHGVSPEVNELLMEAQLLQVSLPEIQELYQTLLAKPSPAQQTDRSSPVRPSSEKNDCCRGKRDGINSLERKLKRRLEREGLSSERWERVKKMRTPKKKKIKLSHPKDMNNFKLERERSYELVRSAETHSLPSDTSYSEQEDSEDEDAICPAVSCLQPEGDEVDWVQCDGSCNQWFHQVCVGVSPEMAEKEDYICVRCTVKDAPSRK
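qHTS format, multiple compound concentrations. Buffer 50 mM HEPES pH 7.5/0.01% Tween-20; 200 nM KDM5BΔAP final; 10 min compound preincubation; substrate-mix levels 12.5 µM peptide, 25 µM α-KG, 0.25 mM NAD⁺; 30 min RT; ΔRFU.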
Numbers without * were called inactive; ? = inconclusive; & = joins results of further samples; [ ] = another dose, or the depositor's remark. Potency means the concentration at half of the fitted maximal effect.

SMILES	KDM5B inh
CC1=C(C(=O)N(C)C)C(c2ccc(Cl)cc2)N2C(CC(=O)NCC3CCCO3)=CSC2=N1 (centres undefined)	?
CCOC(=O)c1sc(NC(=O)C2CC(=O)N(c3cccc(C)c3C)C2)nc1C (centres undefined)	-5%
Cc1ccc(/C=N/Nc2ccc(Cl)c(Cl)c2)cc1	?
Nc1ncnc(Nc2ccccc2Cl)c1[N+](=O)[O-]	23%
O=c1c2nc(-c3cccc(O)c3)ccc2ncn1Cc1ccccn1	6%[86.2 µM]
O=C(NCc1ccccn1)C1CCN(C(=O)c2ccc(C(F)(F)F)cc2)CC1	4%
O=C(NC1(c2ccccc2)CCC1)c1cc(=O)[nH]c2ccccc12	?
CCCNc1nc2ccccc2nc1C(=O)Nc1ccccc1C	-14%
Cc1oc(-c2ccccc2)nc1CC(=O)Nc1ccc(S(=O)(=O)NC2CC2)cc1	15%
Cc1noc(C)c1C(=O)N1CCCC(CCc2ccc(F)cc2F)C1 (centres undefined)	-27%
Fc1ccc(N/N=C/c2cccc(Br)c2)c(F)c1	0%
Cc1cccc(NC(=O)COC(=O)c2cc(C)nc3ccccc23)c1	-2%
COc1ccc(-c2nc(C(C)C)nc3c2CCN(C(=O)N(C)C)CC3)cc1	-28%
Cc1ccc(NC(=O)c2ccc(CN3CC(=O)N4CCCCC4C3=O)cc2)cc1C (centres undefined)	-44%
CN(C)c1ccc(-c2nc(C3CCOC3)no2)cc1 (centres undefined)	-19%
COc1ccc(NS(=O)(=O)c2cc(C(=O)N3CCCCC3)cs2)cc1	5%
CN1C[C@@H](NC(=O)c2ccc(F)cc2)C[C@H]1c1nc(-c2cncnc2)no1	-36%[86.2 µM]
CC(=O)c1ccc(NC(=O)C2=CC(c3ccc(C)cc3)=NS(=O)(=O)N2C)cc1	-17%
FC(F)(F)c1cccc(CSc2nnc(SCc3cccc(C(F)(F)F)c3)s2)c1	?
CC(NC(=O)Cc1cccn1-c1ccc(Cl)cc1)c1cccnc1 (centres undefined)	-17%
COc1ncccc1-c1ccc2ncn(Cc3ccccn3)c(=O)c2n1	35µM*
CS(=O)(=O)c1ccc(CN2CC[C@@H](c3ccc4ccccc4c3)[C@H](O)C2)cc1	?
CCc1cc(=O)[nH]c(SCc2nc(-c3ccccc3)no2)n1	-31%
Cc1[nH]n(-c2nc3ccccc3[nH]2)c(=O)c1C1OC(=O)c2ccccc21 (centres undefined)	?
CCCCN1C(=O)C(O)(CC(=O)c2ccc(CC)cc2)c2cc(Br)ccc21 (centres undefined)	-19%
COC(=O)c1sc(NC(=O)COc2ccc(C)cc2C)nc1C	16%
CCOc1ccc(C(=O)N2CCN(c3cc(-c4cccs4)[nH]n3)CC2)cc1	?
COc1cccc(OC)c1C(=O)Nc1c(NC2CCCC2)c2ccccc2oc1=O	11%
Cc1nc(N2CCC(N[C@H]3Cc4ccccc4[C@@H]3N)CC2)c2ccsc2n1	?
CCN(CC)C(=O)CC[C@@H]1CNC(=O)[C@@H]2C[C@H](NCc3cccc(Cl)c3)CN12	?
COc1ccc(-c2c3c(=O)n(C)c(=O)n(C)c3c3n2-c2ccccc2NC3c2ccc(C#N)cc2)cc1 (centres undefined)	?
O=C(O)CCC(=O)N1Cc2ccccc2CC2(CCCCN2Cc2ccc(O)cc2)C1 (centres undefined)	-17%[115 µM]
Cn1ncc(N2CCC(CNC(=O)c3ccn(C(C)(C)C)c3)C2)cc1=O (centres undefined)	27%
COC(=O)c1cc(S(=O)(=O)Nc2nn(C)c3ccccc23)oc1C	0%
CCn1c(Cn2ccnc2)nnc1C1CCN(C(=O)C(C)(C)OC)CC1	-2%
O=C1NC2(CCCN(CC3CCCC3)C2)Oc2ccccc21 (centres undefined)	-20%[86.2 µM]
O=C(/C=C/c1cccs1)OCC(=O)c1cc2ccccc2o1	-25%
COc1ccc2c(c1)CC/C(=C\c1ccc(C)o1)C2=O	?
CCCc1cc(C(=O)N[C@@H]2CCOC[C@H]2OCCO)n(C)n1	-9%
CCOc1ccc(N(C)S(=O)(=O)c2cc(-c3cc(C)no3)ccc2C(C)C)cc1	1%

Shown with bars between the fields: entries from further up.
SMILES | KDM5B inh
O=C1NC2(CCCN(CC3CCCC3)C2)Oc2ccccc21 (centres undefined) | -20%[86.2 µM]
CS(=O)(=O)c1ccc(CN2CC[C@@H](c3ccc4ccccc4c3)[C@H](O)C2)cc1 | ?
COc1ccc2c(c1)CC/C(=C\c1ccc(C)o1)C2=O | ?
Cn1ncc(N2CCC(CNC(=O)c3ccn(C(C)(C)C)c3)C2)cc1=O (centres undefined) | 27%
COC(=O)c1cc(S(=O)(=O)Nc2nn(C)c3ccccc23)oc1C | 0%

Next part.
SMILES	KDM5B inh
Cc1cc(C(=O)N2CCN(S(=O)(=O)c3ccccc3)CC2)c(C)n1Cc1ccccn1	3%
CCCCc1nc(N2CCN(CCO)CC2)c(C#N)c2c1CCCC2	?
Cc1cccc(-c2cn[nH]c2C2CCN(C(=O)c3ccccc3OC(F)F)CC2)c1	-1%
O=C(O)CCc1ccc(-c2ccc(Br)cc2)n1NC(=O)c1ccc(O)cc1	2%
CC(C)n1c(SCC(=O)N2CCOCC2)nc2c1c(=O)n(C)c(=O)n2C	-7%
COc1cc(NC(=O)C(c2ccccc2)c2ccccc2)c(OC)cc1Cl	4%
N#CCc1ccccc1C(=O)OCC(=O)N1CCN(c2ccccc2)CC1	9%
COC(=O)[C@@H]1Cc2c([nH]c3ccccc23)[C@H]2C[C@@H](NCCN3CCOCC3)C[C@@H](c3ccc(F)cc3)N21	-25%
Cc1cc(C(=O)N2c3ccccc3CC2c2nc(C(C)C)no2)nn1C (centres undefined)	-27%
N#Cc1cccc(NC(=O)COC(=O)c2ccccc2Sc2ccccc2C#N)c1	-24%
COC(=O)[C@@H]1Cc2c([nH]c3ccccc23)[C@H]2C[C@H](NC[C@H]3CCCO3)C[C@@H](c3ccccc3F)N21	28µM*
COCCNC(=O)c1ccc(OC2CCN(Cc3ccc(OC)cc3F)CC2)c(Cl)c1	-17%
CCCCC(=O)N(C)C(c1ccccc1)c1c[nH]c2ccccc12 (centres undefined)	0%
CCNC(=O)CN1CCN(C(C(=O)O)c2c[nH]c3ccc(OCc4ccccc4)cc23)CC1 (centres undefined)	2%
Cc1cc(C)c(OCC(=O)OC(C)C(=O)NC2CC2)c(C)c1 (centres undefined)	8%
N#Cc1nc(COc2ccc(F)cc2)oc1N1CCOCC1	12%
O=C(NC1CCCCCCC1)C1CCC(Cn2cnnn2)CC1 (centres undefined)	-3%
COc1ccccc1CNc1nc2ccccc2nc1C(=O)OC(C)C	-9%
Cc1nc(CN2CCN(C(=O)NCc3ccco3)CC2)cs1	9%
CN1CCN(C(=O)NCc2cccc(F)c2)CC12CCNC(=O)CC2 (centres undefined)	-8%
COc1cncc(NC(=O)C2=NO[C@@H]3CN(Cc4cccc(F)c4)C[C@H]23)c1	-6%[86.2 µM]
O=C(Cc1ccc(Cl)cc1)NC1CC(=O)N(c2ccc3c(c2)OCCO3)C1 (centres undefined)	-35%
O=C(CN(c1cccc(Br)c1)S(=O)(=O)c1ccccc1)N/N=C/c1cc([N+](=O)[O-])ccc1O	?
Cc1ncc2c(N3CC4CCC(C3)N4CC(F)(F)F)nc3ccccc3n12	?
Cc1noc(Cc2c(C)nn(-c3ccccc3)c2C)n1	-15%
CS(=O)(=O)Cc1ccc(C(=O)OCc2ccc(C#N)cc2F)cc1	11%
COc1cc(C(=O)NCCSc2c(-c3ccccc3)[nH]c3ccccc23)cc(OC)c1OC	?
CCn1cc(CN2CCC(Oc3ccc(C(=O)N4CCCCC4)cc3)CC2)cn1	11%
CC(C(=O)NCC1CC1)N1C(=O)COc2ccc(C(=O)COc3ccccc3Cl)cc21 (centres undefined)	14%
O=C(C1CC1)N1CCC2(CC1)SCC(=O)N2c1ccc(F)cc1	8%
CCN(CC)CCOCCOC(=O)C(CC)(CC)c1ccccc1	?
Cc1ccc(-c2nc(C(=O)NCc3ccccc3Cl)no2)cc1	20%
NC(=O)C1CCN(C(=O)CCNc2ncnc3nc[nH]c23)CC1	13%
CN1CCOc2c(C(=O)NCCN3CCNC3=O)cc(-c3cccnc3)cc21	?
Cc1ccc(OCCOc2ccc3ccc(=O)oc3c2)cc1C	6%
Cc1ccc2c(=O)c(C(=O)c3cccc(Cl)c3)cn(CC(=O)NC3CCCCC3)c2n1	-18%
CCNc1c(NC(=O)c2ccccc2Br)c(=O)oc2ccccc12	-1%
CCCc1ccc(-c2cc(C(=O)O)c3ccccc3n2)cc1	?
COc1ccc(-n2c(=O)c3c4c(sc3n(CC(=O)NCC3CCCO3)c2=O)CCCC4)c(OC)c1 (centres undefined)	-10%
CCCn1nc(C(=O)N2CCCc3ccccc32)c2ccccc2c1=O	-6%
CCN(c1ccc(-c2csc(-c3ccsc3)n2)cc1)S(C)(=O)=O	15%
CCN1CCN(c2nc3c(s2)CN(Cc2ccccn2)CC3)CC1	?
COc1ccc(N/C=C(\C#N)S(=O)(=O)c2ccc(Cl)cc2)c(OC)c1	-6%
O=C(CSc1nc2sc3c(c2c(=O)[nH]1)CCCC3)Nc1ccccc1F	?
CCCC(=O)Nc1ccc(CNCc2ccc(F)c(Br)c2)cc1	11%
Cc1ccc(C)c(N2CCN(C(=O)C3CCCN(c4nnc(-n5cccc5)s4)C3)CC2)c1 (centres undefined)	9%
O=C(Cn1c(=O)nc(-c2ccccc2)c2cc(Cl)ccc21)N1CCN(c2ccc(F)cc2)CC1	4%
Cc1ccc(CNCCCn2ccnc2)cc1	9%
COc1ccccc1/C=C(\C#N)C(=O)Nc1cccc(C(F)(F)F)c1	-11%
CCC1CCc2c(sc(NC(=O)CC(C)(C)C)c2C#N)C1 (centres undefined)	18%
COCc1ccc(CNC(=O)/C=C/c2ccccc2)cc1	-7%
CN(C)S(=O)(=O)c1ccc2c(c1)cc(C(=O)NCCc1ccco1)n2C	3%
O=C1NC2(CCN([S+](=O)([O-])c3cccc(C(F)(F)F)c3)C2)COc2ccccc21 (centres undefined)	163%[activator]
Cc1cccc(N2C(=O)C(CC(=O)Nc3cccc(F)c3)N(CCc3ccncc3)C2=O)c1 (centres undefined)	-18%
CNCc1cccc(F)c1	4%[230 µM]
Cc1ccc(-c2noc(COC(=O)Cc3n[nH]c(=O)c4ccccc34)n2)cc1	23%
CN(Cc1cccc(F)c1)C(=O)CCNC(=O)Nc1ccccc1	20%
CCOC(=O)c1cnc2c(C)cc(C)cc2c1Nc1ccc(OCc2ccccc2)cc1	-24%
Cc1cc(OC(=O)c2cccc(C)c2C)ccc1C(C)C	-9%
CCc1ccc(NC(=O)C(=O)NCCc2csc(-c3ccc(C(F)(F)F)cc3)n2)cc1	-8%

Ordered by length of the SMILES (lowest first): six of the compounds above.
SMILES	KDM5B inh
Cc1cc(OC(=O)c2cccc(C)c2C)ccc1C(C)C	-9%
CCC1CCc2c(sc(NC(=O)CC(C)(C)C)c2C#N)C1 (centres undefined)	18%
COc1ccc(N/C=C(\C#N)S(=O)(=O)c2ccc(Cl)cc2)c(OC)c1	-6%
CCOC(=O)c1cnc2c(C)cc(C)cc2c1Nc1ccc(OCc2ccccc2)cc1	-24%
O=C1NC2(CCN([S+](=O)([O-])c3cccc(C(F)(F)F)c3)C2)COc2ccccc21 (centres undefined)	163%[activator]
O=C(Cn1c(=O)nc(-c2ccccc2)c2cc(Cl)ccc21)N1CCN(c2ccc(F)cc2)CC1	4%

The list continues:
SMILES	KDM5B inh
CCOc1cc(=O)n2c(c1C(=O)N1CCN(C3CCCCC3)CC1)CCCCC2	23%
COc1cc2c(cc1OC)n(CC(=O)c1ccc(C)cc1)c(=O)n1nc(CCn3nc(C)cc3C)nc21	?
CCOc1ccccc1CN1CCC2(CCN(C(=O)COC)CC2)Oc2ccccc21	?
COc1ccc(S(=O)(=O)Nc2cccc(C)c2C)c2cccnc12	-8%&12%
CCc1ccc(NC(=O)CSc2nc3nccnc3c(=O)n2CCc2c[nH]c3ccccc23)cc1	?
Cc1nn(Cc2noc(C(=O)NCc3cccc(F)c3)n2)c(C)c1Br	13%
O=C(Oc1ccc(Br)cc1)c1cccnc1	22%
O=S(=O)(NC1CCSc2c(F)cccc21)c1cccc(F)c1 (centres undefined)	5%
Cc1oc2ncn(CC(C)C)c(=O)c2c1C(=O)N(Cc1ccccc1)C(C)C	-25%
Cc1cnc(C(=O)N2CC(F)(F)C[C@H]2c2nnc(C3CC3)o2)cn1	1%
CC(C)C(=O)NCCC1CCN(C(=O)Nc2cc(F)cc(F)c2)CC1	-4%
COc1cccc(CNC(=O)[C@@H]2C[C@@H](O)CN2C2CCN(C(=O)c3ccncc3)CC2)c1	-17%
CC1CCN(c2nc3c(S(=O)(=O)c4ccc(Cl)cc4)nnn3c3ccsc23)CC1	6%
COc1cccc(C(=O)N2CCC(c3n[nH]c(=O)n3-c3ccccc3)CC2)c1	14%
Cc1ncc(-c2ccc(S(=O)(=O)Nc3ccc(F)cc3)cc2)o1	6%
CC(=O)c1cccc(NC(=O)c2nc(-c3ccc(C)cc3)n3c2CCCCC3)c1	-14%
COCCC(=O)N[C@H]1CC[C@]2(C)CCC([C@H](C)C(=O)N3CCCCC3)[C@H](O)[C@H]2[C@@H]1C (some centres undefined)	-19%[86.2 µM]
Cc1cc2cc(NS(=O)(=O)c3c(C)cccc3[N+](=O)[O-])ccc2[nH]1	15%

Entries listed above printed as active in KDM5B inh.
SMILES	KDM5B inh
COc1ncccc1-c1ccc2ncn(Cc3ccccn3)c(=O)c2n1	35µM*
COC(=O)[C@@H]1Cc2c([nH]c3ccccc23)[C@H]2C[C@H](NC[C@H]3CCCO3)C[C@@H](c3ccccc3F)N21	28µM*

Some of the compounds tested; rates above refer to the full screens.
